DNA FID counter: displaces DNA intercalator in HCV helicase counter-screen; inhibition, % at 7.9 µM; actives 0.17% (n = 290,000); DNA fluorescent intercalator displacement, fluorescence; in the data active = inhibition above about 37%;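 also: 0% = vehicle and 100% = reference compound; higher means more ethidium bromide displaced from hairpin DNA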
SUMO HTRF inh: SUMOylation inhibition | HTRF SUMOylation assay, SAE1/SAE2 + UBC9, in vitro | inhibition, % at 35 µM | actives 0.36% (n = 290,000); in the data active = inhibition above about 50%, passing the limit was not always enough; inconclusive = no clear call, values can overlap the other calls; also: strong numbers were not always called active
Target sequence (P63279 whole entry, looked up): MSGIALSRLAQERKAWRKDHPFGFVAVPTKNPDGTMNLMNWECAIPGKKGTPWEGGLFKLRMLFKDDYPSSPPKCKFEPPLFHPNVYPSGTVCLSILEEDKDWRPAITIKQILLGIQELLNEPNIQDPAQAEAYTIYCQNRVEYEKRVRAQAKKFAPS
CRFBP-R2 agonist: agonists of human CRF-binding protein/CRF-R2 receptor complex; HEK293 CRF-R2/CRF-BP, calcium dye fluorescence (FLIPR); percent of saturating CRF peptide response; activation, % at 13.2 µM; actives 0.46% (n = 350,000); AID 588473;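 active = activation of at least 50%, plus an integration ratio under a set limit after plate pattern correction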;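 also: plate controls were neutral control wells without compound for no effect and CRF at EC100 for full effect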
HCV NS3 hel inh: blocks Hepatitis C virus NS3 helicase unwinding. NS3 helicase DNA unwinding, Cy5 molecular beacon fluorescence. inhibition, % at 10.9 µM. actives 0.56% (n = 290,000);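 active = inhibition above the mean of all tested compounds plus 3 SD, set per campaign, cut at about 35% in these data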;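 also: 0% = DMSO wells and 100% = thioflavine S control wells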
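test system = hepatitis C virus NS3 helicase domain fragment enzyme | reagent = annealed dual-labelled DNA beacon duplex, ATP-started | times = 1 h at 25 °C | detection = Cy5 fluorescence, 0 and 60 min reads | read-out basis = percent inhibition from t60/t0 fluorescence ratio | control set = DMSO and thioflavine S | replication = one well per compound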
CRFBP-R2 block: CRF-BP/CRF-R2 complex antagonism; HEK293 CRF-R2/CRF-BP, CRF-induced calcium fluorescence; inhibition, % at 11.8 µM; actives 0.59% (n = 350,000); AID 588475;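 active = inhibition of the ligand-induced calcium signal above about 50% at the single tested concentration, limit read from the data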
MEKK2mut PB1 HTS: signal of MEK5 binding to mutant human MEKK2 PB1 domain | bead flow cytometry, Alexa488-MEK5 binding to MEKK2 mutant | percent response, % at 10 µM | actives 0.35% (n = 290,000) | AID 1530; in the data active = percent response above about 24%, passing the limit was not always enough; also: inactives centre near 1; some results filed as inactive read as strong as hits
MEKK3 PB1 HTS: MEKK3-MEK5 PB1 interaction, increase or decrease; Q99759; bead-based flow cytometry, Alexa488-MEK5 binding to MEKK3; actives lie on both sides; 0 = blocked by unlabeled MEK5, 100 = vehicle; actives 1.4% (n = 290,000); binding response (% of control), % at 10 µM;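 active = binding response more than 3 SD above or below the average of its plate-row segment, actives on both sides; inconclusive = wells at one plate position flagged as instrument error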;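 also: Alexa488 bead fluorescence after subtracting the streptavidin-only scavenger bead signal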
Target sequence (Q99759 whole entry, looked up): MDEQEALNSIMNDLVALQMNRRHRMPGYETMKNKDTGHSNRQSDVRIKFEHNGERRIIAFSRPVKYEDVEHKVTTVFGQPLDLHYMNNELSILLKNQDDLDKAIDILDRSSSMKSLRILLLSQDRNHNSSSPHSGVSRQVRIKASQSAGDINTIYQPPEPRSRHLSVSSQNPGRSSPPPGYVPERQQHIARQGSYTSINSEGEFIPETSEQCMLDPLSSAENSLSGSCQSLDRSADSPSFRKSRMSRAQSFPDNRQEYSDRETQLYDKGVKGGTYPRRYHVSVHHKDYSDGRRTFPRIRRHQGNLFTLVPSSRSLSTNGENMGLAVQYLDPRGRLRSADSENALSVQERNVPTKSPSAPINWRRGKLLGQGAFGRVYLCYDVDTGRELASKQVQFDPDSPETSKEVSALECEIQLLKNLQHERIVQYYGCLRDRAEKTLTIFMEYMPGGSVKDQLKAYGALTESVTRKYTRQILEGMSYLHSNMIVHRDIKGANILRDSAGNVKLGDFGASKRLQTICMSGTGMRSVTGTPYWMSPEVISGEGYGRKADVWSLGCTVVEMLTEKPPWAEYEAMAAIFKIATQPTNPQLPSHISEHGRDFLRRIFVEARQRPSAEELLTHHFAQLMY
MEKK2wt PB1 HTS: raises or lowers MEK5 binding to wildtype human MEKK2 PB1 domain. bead flow cytometry, Alexa488-MEK5 binding to MEKK2 WT; actives lie on both sides. binding response (% of control), % at 10 µM. actives 1.1% (n = 290,000); in the data active = binding response below about 67% or above about 130%; inconclusive = no clear call, values can overlap the other calls; inactive = in between
GalR3 antagonist: human GalR3 antagonism; O60755; HEK293 GalR3-CNG cAMP membrane potential fluorescence; galR3 body fused to GalR1 C-terminus; inhibition, % at 3 µM; actives 0.44% (n = 360,000); AID 651719;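 active = inhibition above the screen-wide average plus 3 SD, cut at about 13% in these data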;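 also: forskolin and galanin both at EC90 stimulate the cells; cAMP rise reported by CNG channel membrane potential dye signal; 0% = forskolin plus galanin with DMSO and 100% = forskolin alone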
Target sequence (O60755 1-299 limits assumed): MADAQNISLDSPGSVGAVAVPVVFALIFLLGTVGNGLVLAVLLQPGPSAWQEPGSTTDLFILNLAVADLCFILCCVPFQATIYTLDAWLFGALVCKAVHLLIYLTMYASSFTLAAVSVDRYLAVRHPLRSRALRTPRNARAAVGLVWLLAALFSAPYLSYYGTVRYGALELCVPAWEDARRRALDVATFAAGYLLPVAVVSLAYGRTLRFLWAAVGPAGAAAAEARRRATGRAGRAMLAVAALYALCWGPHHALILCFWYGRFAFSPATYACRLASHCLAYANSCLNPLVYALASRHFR
* = called active by the depositor; u = inconclusive; x = not tested or not shown; [ ] = remark or other dose. A portion of the library. The share of hits here may be higher or lower than overall.

SMILES	DNA FID counter	SUMO HTRF inh	CRFBP-R2 agonist	HCV NS3 hel inh	CRFBP-R2 block	MEKK2mut PB1 HTS	MEKK3 PB1 HTS	MEKK2wt PB1 HTS	GalR3 antagonist
S=C(NCc1ccco1)NCc1ccccc1Cl	-13	3	-0.2	16	1	0	103	101	0
COc1cccc(N2CC34C=CC(O3)C(C(=O)O)C4C2=O)c1 (centres undefined)	-7	10	-2.2	-5	5	2	92	101	-6
COc1cc(CNc2ccc3[nH]c(=O)[nH]c3c2)ccc1OCc1ccccc1F	-10	20	-0.3	-5	-10	7	104	103	2
Cc1ccc(NC(=O)CCc2nnc3ccc(N4CCOCC4)nn23)cc1C	-34	6	-2.3	3	10	2	99	103	3
CCCn1c(SCC(=O)N2c3ccccc3Sc3ccccc32)nc2c1c(=O)n(C)c(=O)n2C	-13	3	-1.5	-4	20	-6	94	89	-3
CC(=O)Nc1cc2c(cc1C(=O)c1ccccc1)OCCO2	-3	10	-0.5	-7	5	x	x	x	-2
O=C1C(=O)N(Cc2cccnc2)C(c2ccccn2)/C1=C(/O)c1ccc(F)cc1 (centres undefined)	1	20	4.1	-8	-36	4	103	103	-5
CCCCc1ccc(-c2nc(N)n[nH]2)cc1	-4	29	-2.6	-2	20	-21	1.0*[inhibitor]	2.0*[inhibitor]	-4
CC(C)c1ccc(NC(=O)N2CCN(S(=O)(=O)c3ccccc3)CC2)cc1	-21	-3	1.2	-11	-38	-4	97	95	-8
Cc1ccccc1Cn1ccc(NC(=O)c2onc(C)c2Cl)n1	-10	-8	0.0	4	-9	-4	98	99	2
O=C(c1ccc(N2CCCC2=O)cc1)N1CCN(c2ccccc2)CC1	-17	-10	-0.2	7	14	3	103	104	-2
Cc1c(Br)cc(C(=O)N2CCN(CCO)CC2)c(C)c1C	-7	18	-1.0	-2	-9	-15	96	98	-3
NC(N)=NS(=O)(=O)c1ccc(NC(=S)NC(=O)Cc2ccc(Cl)cc2)cc1	-3	5	-0.7	13	-17	-2	96	95	-10
CCCC(=O)N(Cc1cc(=O)[nH]c2ccccc12)c1cccc(C)c1	-30	4	-0.8	-7	1	1	101	98	-6
COc1ccc(CC(=O)Nc2ccc(S(=O)(=O)NC(C)C)cc2)cc1	-8	15	0.8	-6	-16	-16	u	u	-5
COc1ccc(C(=O)NNC(=O)C23CC4CC(CC(C4)C2)C3)c(OC)c1	-21	11	0.6	-11	2	1	101	95	-8
Cc1ccc(/C(O)=C2/C(=O)C(=O)N(Cc3cccnc3)C2c2ccccn2)cc1 (centres undefined)	-10	11	-1.4	0	1	3	106	114	6
OC(COc1ccc(CN2CCSCC2)cc1)CN1CCCCC1 (centres undefined)	10	5	0.0	-10	2	5	94	100	-3
CCOC(=O)c1ccc(Nc2nc(N3CCOCC3)nc(N3CCOCC3)n2)cc1	-24	-1	0.9	0	-1	-2	97	94	-5
CCN(CC)CCCNC(=O)c1ccccc1C	-4	12	0.0	5	-11	6	99	102	-3
O=C(c1cccc2ccccc12)N1CCN(Cc2ccccc2F)CC1	-27	7	0.5	-11	-1	10	105	111	-4
COc1ccc(N(CC(=O)Nc2c(C)n(C)n(-c3ccccc3)c2=O)S(=O)(=O)c2ccc(F)cc2)cc1	-2	-5	-3.4	11	1	-1	105	104	-5
COc1ccccc1CNC(=O)COC(=O)c1ccc(Cl)c(N)c1	-8	18	-3.1	7	3	-1	103	99	-3
C=CCCCCCCCCc1nc(SCC(=O)O)n[nH]1	-37	21	2.2	17	-10	6	100	99	-4
COC(=O)c1[nH]c2c(c1C)C(=O)CCC2	-2	10	0.0	-1	8	1	104	100	-1
COc1ccc2c(Cl)c(-c3nnco3)sc2c1	-1	-8	1.1	4	7	2	95	100	-5
CC(=O)N1CC(C)Sc2ccc(S(=O)(=O)N3CCCCC3)cc21 (centres undefined)	-31	7	-2.8	9	-14	3	100	103	-7
O=C(C1CCC(=O)N(C2CC2)C1)N1CCN(c2ccccc2Cl)CC1 (centres undefined)	-19	-3	0.7	0	-8	2	99	99	-7
CCN1CCN(CCCNC(=O)CS(=O)(=O)Cc2nc(-c3ccccc3C)oc2C)CC1	16	3	0.4	2	-1	2	99	101	0
O=C(c1cccc(Cl)c1)N1CCC(=O)N(C(COCc2cccc(Cl)c2)Cc2ccccc2)CC1 (centres undefined)	-34	-9	1.5	-15	-2	-4	86	97	-7
COc1ccnc(Oc2ccccc2)c1C#N	1	38	-4.5	-4	3	3	98	102	-9
COc1cc(C(=O)NC(C)Cc2ccccn2)ccc1OC1CCN(C(C)=O)CC1 (centres undefined)	-27	-4	-1.1	14	0	3	100	98	-6
O=C(Nc1ccc(N2CCN(C(=O)c3ccccc3)CC2)c(Cl)c1)c1ncn[nH]1	-37	7	-1.1	0	-9	9	110	112	2
c1ccc2c(c1)nnn2-c1ncnc2sccc12	4	13	-2.8	2	-14	2	102	102	-4
CC(C)=C(NC(=O)c1ccccc1)C(=O)N1CCOCC1	-1	-6	-0.4	5	5	5	105	103	-4
CCc1nonc1NC(=O)c1oc2cc(C)c(Cl)cc2c1C	-1	9	-0.2	-4	10	8	108	112	-1
CCc1nc(Nc2ccccc2)c2nnn(Cc3ccccc3)c2n1	-21	4	4.0	-8	-35	2	105	102	-8
O=[N+]([O-])c1ccc(Cl)c(/C=N/Nc2nc(N3CCOCC3)nc(N3CCOCC3)n2)c1	-1	20	-0.5	7	15	-1	101	100	-3
S=C(NCCc1ccccc1)N1CCc2ccccc2C1	-7	-22	0.4	-4	16	-13	89	80	-4
Cn1c(-c2sccc2OCc2cccc(C(F)(F)F)c2)n[nH]c1=S	-19	3	-2.4	-7	24	0	107	98	-2
COC(=O)CC1=NN(c2ccc(OC)cc2)C(=O)C1	-23	-8	1.8	8	7	-5	101	100	-5
Cc1nc2ccccn2c1C(=O)C(=O)Nc1cc(F)ccc1F	2	10	1.4	0	-6	-2	98	95	-1
O=C(CSc1nnc(-c2ccccc2)c(-c2ccccc2)n1)N1CCOCC1	-25	20	-1.1	4	3	-3	100	101	-2
CCN=C1S/C(=C\c2cn(CC(=O)NCCOC)c3ccccc23)C(=O)N1CC	-14	4	1.4	2	-5	-9	93	92	-4
CCN(C(=O)Cn1c(=O)n2nc(CCn3nc(C)cc3C)nc2c2ccccc21)c1cccc(C)c1	-36	5	-1.0	-12	-15	8	108	112	7
COc1ccc(C(=O)NC2=C(C#N)CCC2)cc1OC	-3	6	-0.9	2	24	6	101	99	2
O=C(Cn1nc(Cc2ccncc2)c2ccccc2c1=O)N1CCN(C(=O)c2ccco2)CC1	-15	-3	-1.9	7	27	-4	84	87	0
Cc1cccc(OCC(=O)N/N=C/c2cn[nH]c2-c2ccc(Cl)c(Cl)c2)c1	-10	1	3.3	-12	-16	x	x	x	-7
COc1cccc(CN2CCN(Cc3cc(OC)c(OC)c(OC)c3)CC2)c1OC	5	10	1.0	-2	-1	4	98	99	-7
Cc1ccc(NC2=CC(=O)CC(C)(C)C2)c(N)c1	-6	19	-0.2	10	2	-9	91	91	1
COc1ccc(CCN2C(=S)N(C)C(=O)C2CC(=O)Nc2ccc(OC)cc2)cc1 (centres undefined)	-11	-26	8.9	-3	-61	-1	103	101	-4
Cc1cccnc1NC(=O)c1cccc(S(=O)(=O)N2CCCc3ccccc32)c1	-32	-1	-3.2	15	3	-1	92	94	3
CC(=O)N(Cc1ccco1)c1nc(C(=O)Nc2ccc(Cl)cc2)c(C)s1	-8	0	2.7	11	65*	-1	97	95	-8
O=C(OCn1ncc(Br)c(Br)c1=O)c1ccc(F)cc1	-7	-80	1.4	-7	-3	8	100	104	x
Cc1cc2c(cc1C)-c1nnnn1C(C)(C)C2	-9	13	-2.4	-3	-8	-1	90	96	-7
c1ccc2c(N3CCCCC3)nc(N3CCCCC3)nc2c1	-3	10	2.1	-3	-28	x	x	x	-6
Cc1c(C(=O)NCc2cccnc2)oc2ccc(S(=O)(=O)N3CC(C)CC(C)C3)cc12 (centres undefined)	-6	4	-1.1	4	16	x	x	x	6
O=C(N/N=C/c1ccccn1)c1ccc(N/N=C/c2ccccn2)cc1	-20	13	-1.6	2	2	-2	102	97	-2
O=C(NC(=S)Nc1ccc2cn[nH]c2c1)c1ccccc1	-12	-8	2.9	-5	-7	1	103	100	-3
Cc1ccc(SCc2cc(-c3ccc(Cl)cc3)no2)cc1	1	5	3.0	-7	15	x	x	x	2

One compound at a time (already shown). Order of values: DNA FID counter	SUMO HTRF inh	CRFBP-R2 agonist	HCV NS3 hel inh	CRFBP-R2 block	MEKK2mut PB1 HTS	MEKK3 PB1 HTS	MEKK2wt PB1 HTS	GalR3 antagonist
O=C1C(=O)N(Cc2cccnc2)C(c2ccccn2)/C1=C(/O)c1ccc(F)cc1 (centres undefined) across the screens: 1	20	4.1	-8	-36	4	103	103	-5
CC(=O)Nc1cc2c(cc1C(=O)c1ccccc1)OCCO2 across the screens: -3	10	-0.5	-7	5	x	x	x	-2
S=C(NCc1ccco1)NCc1ccccc1Cl across the screens: -13	3	-0.2	16	1	0	103	101	0
COC(=O)CC1=NN(c2ccc(OC)cc2)C(=O)C1 across the screens: -23	-8	1.8	8	7	-5	101	100	-5

More records follow:
SMILES	DNA FID counter	SUMO HTRF inh	CRFBP-R2 agonist	HCV NS3 hel inh	CRFBP-R2 block	MEKK2mut PB1 HTS	MEKK3 PB1 HTS	MEKK2wt PB1 HTS	GalR3 antagonist
O=C(COC(=O)c1c(Cl)cccc1Cl)Nc1cc(Cl)ccc1Oc1ccccc1	-4	-28	0.7	-5	1	-4	97	92	-1
N/C(=N/OC(=O)c1ccccc1F)c1nonc1N	-1	4	-0.9	1	3	3	97	91	-5
COc1ccccc1N1CCN(C(=O)c2ccccc2NC(=O)C2CCCCC2C(=O)O)CC1 (centres undefined)	-18	-1	-1.8	0	16	0	103	102	-2
Cc1ccc(OCCOCCOc2cccc3cccnc23)c(Br)c1	-28	-25	-0.7	5	-57	-4	89	90	4
CC(C)(C)NC(=O)c1cccc2c1OC(C)(C)C2	6	6	0.7	3	18	-5	82	88	-6
O=C(NCc1ccco1)c1ccccc1F	-6	19	1.6	10	-4	-5	99	100	-6
CC(/C=C1\SC(=S)N(NS(=O)(=O)c2ccccc2)C1=O)=C\c1ccccc1	-19	40	-2.3	31	93*	-18	86	88	-10
COC(=O)C1=CN(C(C)C)C=C(C(=O)OC)C1c1cc(Br)c(OC)c(OC)c1	-16	4	-1.1	-9	48	5	108	105	0
CCOc1ccc(S(=O)(=O)Nc2cccc(C(=O)N(C)Cc3cccc(OC)c3OC)c2)cc1	-46	-7	2.2	-2	-33	8	102	106	-2
Cc1cccc(C(=O)Nc2ccc(C(=O)/C=C/c3cccnc3)cc2)c1	-4	-3	0.0	-11	-9	-1	104	104	-2
O=C(Nc1nc(-c2cccs2)cs1)c1ccc(Cl)cc1	-1	14	0.9	-3	7	2	105	104	-1
CC(=O)Oc1ccc2oc(/C=C/N(C)C)c([N+](=O)[O-])c2c1	0	1	0.0	3	44	7	102	102	-5
CCCCNC(=O)Cc1c(OC)ccc2cc(Br)ccc12	-6	14	-4.3	1	26	5	104	103	-1
N#Cc1cnn2c1nc(N1CCOCC1)c1ccccc12	3	17	-1.2	7	-4	-9	91	86	-3
NNC(=O)[C@@H]1C[C@@H]1c1ccccc1	-6	3	0.6	6	20	0	153*	111	-8
O=C(CCC(=O)N/N=C/c1c[nH]c2ccccc12)NCc1ccccc1	-1	0	-0.5	1	-3	-1	100	101	2
